Compound activity as filed in PubChem.
PhoP inhibition: inhibitors of PhoP regulon expression, primary screen, Salmonella Typhimurium, GFP reporter (AID 1863). one-dose inhibition, % at 50 µM; IC50 in µM for titrated hits. 0.16% of 300,000 active. S. Typhimurium PhoP-regulated promoter GFP reporter, 4 h; higher % means a stronger effect;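 active = inhibition over 29.93%, a cutoff 3 SD above the screen mean, later confirmed by dose response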;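 note: 0% = low Mg2+ inducing control and 100% = high Mg2+ repressing control; strong numbers were not always called active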
Siah-1 displacement: Siah-1 peptide-binding antagonists, primary screen, biochemical, fluorescence polarization, rhodamine-plectin, uHTS (AID 1817) | E3 ubiquitin-protein ligase SIAH1 (Homo sapiens) | Siah-1 / rhodamine-plectin peptide fluorescence polarization; higher % means a stronger effect | displacement, % at 20 µM; hits with a dose series show IC50 in µM | 0.02% of 290,000 active;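 active = displacement of at least 50% at 20 µM, with a fluorescence ratio check between 0.3 and a set limit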;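 note: plate controls were Siah plus tracer with DMSO for no effect and tracer alone without Siah for full effect; strong numbers were not always called active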
PMI inhibition: human PMI inhibitors, high substrate, primary screen, biochemical, fluorescence intensity, high mannose 6-phosphate (AID 1220) | recombinant PMI enzyme, coupled fluorescence intensity; higher % means a stronger effect | Mannose-6-phosphate isomerase (Homo sapiens) | 0.66% of 190,000 active | inhibition, % at 20 µM, or IC50 in µM where a hit was titrated
Myeloid diff 2: induction of myeloid progenitor differentiation, primary screen, cell-based, flow cytometry, MLPCN library; ER-HoxA9 myeloid progenitors, lysozyme-GFP differentiation; calls only at 10 µM; 1% of 360,000 active; AID 624256, 2012;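 active = normalized GFP-positive differentiation at or above the plate's own cutoff, the solvent-only control mean plus 3 SD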;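 note: cells exposed to compound for four days before flow analysis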
XIAP displacement: XIAP antagonists, biochemical, IAP family, fluorescence polarization (AID 1018). displacement, % at 20 µM, or IC50 in µM where a hit was titrated. 0.007% of 200,000 active. XIAP BIR domain, fluorescence polarization peptide displacement; higher % means a stronger effect. E3 ubiquitin-protein ligase XIAP (Homo sapiens); in the data active = displacement above about 50%; note: a part of the inactive calls stands beside numbers as strong as those of hits
TNAP activators: human TNAP enzyme activators, primary screen, biochemical, luminescent, no phosphate acceptor, uHTS (AID 1001) | 0.03% of 200,000 active | activation fold at 20 µM, or EC50 in µM where a hit was titrated | purified TNAP, luminescent activation assay, no phosphate acceptor; higher activation fold means a stronger effect; in the data active = activation fold from about 3, or a potency from the dose series; inactive = the rest, 99 in 100 with activation fold below about 1.6; note: many of its hits are not listed in these tables
WT yeast gro inh: growth inhibition of WT strain, primary screen, mitochondrial fusion inhibitor project, WT and mutant strains, chemical genetic | inhibition, % at 10 µM | 2.1% of 190,000 active | mitochondrial fusion phenotypic screen | AID 1362, 2008; in the data active = inhibition above about 58%; tested in S. cerevisiae
RSV CPE inhibition: RSV antiviral activity via CPE protection, HEp-2 cells, primary 10 µM value included (AID 2391); HEp-2 cells, RSV-induced CPE inhibition; higher % means a stronger effect; 0.13% of 310,000 active; CPE inhibition, % at 10 µM; hits with a dose series show IC50 in µM; in the data active = a potency from the dose series; note: strong numbers were not always called active
human PMI inhibition: inhibitors of human PMI, primary screen, biochemical, fluorescence intensity, coupled assay (AID 1209) | Mannose-6-phosphate isomerase (Homo sapiens) | inhibition, % at 20 µM; hits with a dose series show IC50 in µM | purified PMI enzyme, coupled fluorescence intensity; higher % means a stronger effect | 0.42% of 190,000 active;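 note: plate controls were DMSO vehicle for no effect and wells lacking substrate for full effect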
WT yeast gro inh mutant strain: recorded beside WT yeast gro inh, whose call it bears; inhibition, %; mitochondrial fusion phenotypic screen, mutant strain inhibition
Myeloid diff 2 GFP+ MAC1+ %: further read-out of Myeloid diff 2, marked with its call; GFP+ MAC1+ double positive, %; measured here: differentiation confirmed by MAC1 staining
* hit, by the source's call; i = inactive; . = no result given. Cut-off read from the data, not from the text of the source, unless noted: active = inhibition above about 50%; inactive = the rest.

structure | PhoP inhibition | Siah-1 displacement | PMI inhibition | Myeloid diff 2 | Myeloid diff 2 GFP+ MAC1+ % | XIAP displacement | TNAP activators | WT yeast gro inh | WT yeast gro inh mutant strain | RSV CPE inhibition | human PMI inhibition
O=C(NC(=S)NNC(=O)c1cccs1)c1ccc(Br)o1 | -5% | -1% | -13% | . | . | -6.0% | 1.3 | 2 | -49 | 0.5% | -8%
CCOCCCN(Cc1cc2cc(C)cc(C)c2[nH]c1=O)C(=O)N(CC)CC | 0% | -1% | 13% | i | 0.8 | -5.0% | 1.1 | -5 | -10 | 0.8% | 14%
Cc1[nH]c2ccccc2c1C(c1ccccn1)N1CCC(C(N)=O)CC1 (stereo unspecified) | 10% | -2% | -4% | i | 1.0 | -9.5% | 1 | -7 | 23 | 0.7% | -9%
CC(C)CCNC(=O)CN(Cc1ccccc1)C(=O)CCC(=O)Nc1ccccn1 | 2% | -3% | . | i | 0.4 | . | . | . | . | 0.8% | .
COc1cc(-c2nnco2)cc(OC)c1OC | 2% | 0% | 12% | . | . | -9.0% | 1.1 | 10 | 3 | -0.7% | 15%
CN(C)c1ccc(C(=O)/C=C/c2ccccc2)cc1 | 8% | 4% | -2% | i | 0.4 | -6.0% | 0.9 | 3 | -2 | 1.2% | -7%
COc1ccccc1N1CCN(CC(=O)c2c(C)n(C)c3ccccc23)CC1 | -7% | 4% | 4% | i | 1.7 | -6.9% | 1.1 | 3 | 0 | 1.4% | 3%
CCn1c(SCC(N)=O)nnc1-c1ccc(S(=O)(=O)N2CCN(C)CC2)cc1 | 0% | -2% | 16% | i | 2.3 | -3.1% | 1.1 | -4 | 3 | 1.5% | 12%
O=S(=O)(c1cccc(C(F)(F)F)c1)N1CCC(CO)(CCCc2ccccc2)CC1 | -2% | 4% | . | i | 0.7 | . | . | . | . | 8.8% | .
COc1cc(NC(=O)c2ccc3snnc3c2)cc(OC)c1 | -3% | 14% | . | i | 0.6 | . | . | . | . | 1.8% | .
Cc1ccc(Nc2ncnc3nc[nH]c23)cc1Cl | 10% | 1% | 8% | i | 1.6 | -7.7% | 2.5 | 5 | -4 | 1.0% | 15%
N/C(CC(=O)Nc1ccc(F)cc1F)=N\OC(=O)c1cccs1 | -9% | 9% | . | i | 1.4 | . | . | . | . | 0.9% | .
CN=C(Cc1ccccc1)C1=C(O)CC(C)(C)CC1=O | 2% | 4% | -17% | i | 1.9 | -9.6% | 1.1 | 0 | 6 | -1.6% | -11%
Cc1nnc(NC(=O)C2CCCCC2)s1 | 16% | -4% | 3% | i | 2.1 | -1.5% | 1 | 13 | 1 | 1.0% | 4%
Oc1c(Br)cc(/C=N/n2c(-c3ccccc3)n[nH]c2=S)c(O)c1Br | 2% | 3% | . | i | 0.4 | . | . | . | . | 0.5% | .
Cc1ccc(OCC(=O)NCCNC(=O)c2cccnc2)cc1C | -1% | -2% | . | i | 0.4 | . | . | . | . | 0.1% | .
COc1ccccc1NS(=O)(=O)c1cccc(C(=O)NN=C2CCCC2)c1 | 7% | -1% | 12% | i | 0.6 | -2.7% | 1.1 | -2 | 1 | -1.4% | 7%
COc1ccc(NC(=O)C/C(C)=N/NC(=O)c2cnccn2)cc1 | -1% | -4% | -2% | i | 0.7 | -5.6% | 1.7 | -7 | -7 | 2.0% | 0%
O=P(O)(O)COc1ccccc1P(=O)(c1ccccc1)c1ccccc1 | -9% | 2% | -8% | i | 1.2 | -2.9% | 1.1 | -8 | -2 | 0.0% | 0%
Cn1cc([N+](=O)[O-])c(C(=O)N/N=C/c2ccncc2)n1 | -6% | -2% | . | i | 1.1 | . | . | . | . | 0.1% | .
COc1cccc(CNC(=O)CSc2nnc3c(n2)[nH]c2ccc(OC)cc23)c1 | 5% | -1% | . | i | 2.2 | . | . | . | . | 1.6% | .
CCOC(=O)CCNC(=O)c1ccccc1Br | -2% | 0% | -3% | i | 1.1 | -1.4% | 1.2 | -14 | 1 | 0.4% | -3%
Cc1cccn2c(=O)c(/C=C(\C#N)C(=O)NCc3ccco3)c(N3CCCCCC3)nc12 | 0% | 18% | . | i | 0.8 | . | . | . | . | 22µM* | .
CC1CCCCC1NC(=O)CCS(=O)(=O)c1cccc2nonc12 (stereo unspecified) | 1% | 0% | 6% | i | 1.8 | -3.9% | 1.1 | 4 | 0 | 0.7% | 12%
Clc1ccc(SCCOCCN2CCc3ccccc3C2)cc1 | 4% | 5% | 6% | i | 0.1 | -4.0% | 1.1 | 61* | 60* | -1.9% | 1%
O=c1cc(NCc2ccc3c(c2)OCO3)[nH]c(=O)n1-c1ccc(Cl)cc1 | 5% | -4% | 2% | i | 5.3 | -1.4% | 1.1 | 11 | 7 | -1.2% | 8%
COc1cccc(NC(=O)c2ccc3c(c2)N(CC(=O)N2CCCCC2)C(=O)C(C)(C)O3)c1 | 3% | 4% | -2% | i | 0.9 | -5.4% | 1.2 | -10 | 21 | 1.0% | 3%
CC(=O)OCC(=O)c1c[nH]c2ccccc12 | 5% | 2% | -4% | i | 1.3 | -5.0% | 1.1 | 0 | -1 | 1.0% | 2%
CCOc1ccc(N2C(=O)/C(=C/c3cccs3)N(C)C2=S)cc1 | -25% | -6% | 4% | i | 0.4 | -4.8% | 1 | -4 | -26 | 2.6% | -10%
Cn1c(=O)cc(SCC(=O)NCCC2=CCCCC2)c2ccc(Cl)cc21 | 5% | 4% | 4% | i | 0.1 | -11% | 1 | -3 | -1 | 1.1% | 11%

7 neighbouring compounds already listed:
structure | PhoP inhibition | Siah-1 displacement | PMI inhibition | Myeloid diff 2 | Myeloid diff 2 GFP+ MAC1+ % | XIAP displacement | TNAP activators | WT yeast gro inh | WT yeast gro inh mutant strain | RSV CPE inhibition | human PMI inhibition
CC1CCCCC1NC(=O)CCS(=O)(=O)c1cccc2nonc12 (stereo unspecified) | 1% | 0% | 6% | i | 1.8 | -3.9% | 1.1 | 4 | 0 | 0.7% | 12%
Clc1ccc(SCCOCCN2CCc3ccccc3C2)cc1 | 4% | 5% | 6% | i | 0.1 | -4.0% | 1.1 | 61* | 60* | -1.9% | 1%
O=c1cc(NCc2ccc3c(c2)OCO3)[nH]c(=O)n1-c1ccc(Cl)cc1 | 5% | -4% | 2% | i | 5.3 | -1.4% | 1.1 | 11 | 7 | -1.2% | 8%
COc1cccc(NC(=O)c2ccc3c(c2)N(CC(=O)N2CCCCC2)C(=O)C(C)(C)O3)c1 | 3% | 4% | -2% | i | 0.9 | -5.4% | 1.2 | -10 | 21 | 1.0% | 3%
CC(=O)OCC(=O)c1c[nH]c2ccccc12 | 5% | 2% | -4% | i | 1.3 | -5.0% | 1.1 | 0 | -1 | 1.0% | 2%
CCOc1ccc(N2C(=O)/C(=C/c3cccs3)N(C)C2=S)cc1 | -25% | -6% | 4% | i | 0.4 | -4.8% | 1 | -4 | -26 | 2.6% | -10%
Cn1c(=O)cc(SCC(=O)NCCC2=CCCCC2)c2ccc(Cl)cc21 | 5% | 4% | 4% | i | 0.1 | -11% | 1 | -3 | -1 | 1.1% | 11%

Later entries.
structure | PhoP inhibition | Siah-1 displacement | PMI inhibition | Myeloid diff 2 | Myeloid diff 2 GFP+ MAC1+ % | XIAP displacement | TNAP activators | WT yeast gro inh | WT yeast gro inh mutant strain | RSV CPE inhibition | human PMI inhibition
O=C(COc1ccc(S(=O)(=O)N2CCCCC2)cc1)NCc1ccncc1 | 0% | 0% | -1% | i | 1.6 | 0.2% | 1.1 | -11 | 0 | 1.2% | 4%
CCNC(=O)CC1C(=O)N(C)C(=S)N1NC(=O)c1ccc(Cl)cc1 (stereo unspecified) | -3% | 0% | 5% | i | 1.2 | -2.6% | 1.1 | 1 | 14 | 17% | 8%
CCCCNC(=O)Nc1cc(C(=O)OC)ccc1C | -13% | 0% | 6% | i | 1.2 | -3.6% | 1.1 | 1 | -9 | 1.4% | 6%
COc1ccc(C)cc1NC(=O)c1sc2nc(C)nc(N3CCOCC3)c2c1C | 0% | -2% | . | i | 3.7 | . | . | . | . | 3.9% | .
Cc1cc(C(F)(F)F)n(-c2nc(C(=O)N/N=C/c3ccc(F)cc3)cs2)n1 | 11% | -5% | -2% | i | 0.4 | -4.8% | 1 | 15 | -5 | 1.4% | -2%
Cc1cc(C)c2cc(CN(CCCO)S(=O)(=O)c3ccccc3F)c(=O)[nH]c2c1 | 5% | 0% | . | i | 0.6 | . | . | . | . | 6.1% | .
CCN1CCN(CCNC(=O)Cn2c(=O)c3cccn3c3ccc(F)cc32)CC1 | 7% | 7% | . | i | 0.9 | . | . | . | . | 0.1% | .
COC(=O)c1cccc(Cn2cc([N+](=O)[O-])cn2)c1 | 3% | -1% | -2% | . | . | -3.4% | 1.1 | 8 | 9 | -0.1% | 0%
CN1CCN(c2nc3c(c(=O)[nH]c(=O)n3C)n2Cc2ccccc2F)CC1 | -2% | 5% | . | i | 0.2 | . | . | . | . | 1.5% | .
O=C(OCCN=C1NS(=O)(=O)c2ccccc21)c1ccncc1 | 5% | 2% | 0% | i | 5.1 | -3.1% | 1.1 | 1 | 2 | 1.9% | 2%
CCSc1nnc(NC(=O)c2cccs2)s1 | -3% | -2% | 6% | i | 1.1 | -5.7% | 1 | -8 | -3 | 1.8% | 2%
COc1ccc(NC(=O)Nc2cccc(Cl)c2Cl)c(OC)n1 | -7% | 0% | . | i | 1.1 | . | . | . | . | 3.9% | .
O=C(c1ccccn1)N1N=C2/C(=C/c3ccccc3)CCCC2C1c1ccccc1 (stereo unspecified) | 1% | -3% | 13% | i | 0.3 | -8.4% | 0.8 | 53 | 25 | 16% | 13%
C/C(=N\Nc1ccc([N+](=O)[O-])cc1)c1ccc(-n2nncc2C)cc1 | 3% | 2% | 0% | i | 0.6 | -2.5% | 0.9 | 8 | -5 | 18% | 8%
CCn1c(COc2cccc(C)c2)nc2ccccc21 | 6% | -5% | 9% | i | 0.4 | -25% | 1.1 | -4 | 16 | 2.7% | 12%
Cc1ccccc1NC(=O)COc1nsnc1N1CCOCC1 | -3% | 3% | 12% | i | 0.4 | -3.5% | 1.1 | -6 | 3 | 0.6% | 9%
Cc1ccccc1OCc1nnc(SCC(=O)Nc2ccc3c(c2)oc2ccccc23)n1C | -6% | 4% | 16% | i | 6.8 | -19% | 1.1 | -26 | 4 | 0.7% | 17%
O=c1c2ccccc2nc(N/N=C/c2ccccc2)n1O | -3% | 0% | 5% | i | 2.0 | -6.0% | 1.5 | 16 | 0 | -0.7% | -1%
Cc1ccc(N=C2NC(=O)C(CC(=O)O)S2)cc1 (stereo unspecified) | -27% | 10% | 0% | i | 2.1 | -1.4% | 0.4 | -21 | 9 | 1.1% | 2%

No enrichment for hits; overall some 3.1% were active at least once.
